AmpC no deterg: qHTS Inhibitors of AmpC Beta-Lactamase (assay without detergent). P00811. AmpC nitrocefin hydrolysis, absorbance 480 nm, 0.0001% Triton. Potency, µM (top dose mostly 57.1 µM), for the others: at the top dose activity change, negative = inhibition, actives largely listed as inhibitors. 330,000 tested, 0.52% active. AID 485341, 2010;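 also: potency is read from the fitted curve at half-maximal effect; plate controls were no compound for no effect and no enzyme for full effect; nearly all actives have a fitted effect of over 20% in size; some results filed as inactive show a strong effect at the top dose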
Target sequence (P00811 whole entry, looked up): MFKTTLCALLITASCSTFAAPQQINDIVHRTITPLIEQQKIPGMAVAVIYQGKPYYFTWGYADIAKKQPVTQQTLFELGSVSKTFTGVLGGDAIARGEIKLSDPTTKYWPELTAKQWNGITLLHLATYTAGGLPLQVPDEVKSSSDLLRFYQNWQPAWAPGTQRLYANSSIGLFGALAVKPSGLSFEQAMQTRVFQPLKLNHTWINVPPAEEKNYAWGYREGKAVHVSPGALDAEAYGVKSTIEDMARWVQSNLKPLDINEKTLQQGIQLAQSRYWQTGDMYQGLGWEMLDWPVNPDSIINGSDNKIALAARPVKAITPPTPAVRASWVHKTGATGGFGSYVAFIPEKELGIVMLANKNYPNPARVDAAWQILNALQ
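20 mM phosphate pH 7.0 + 0.01% (detergent screen) or 0.0001% Triton X-100; 5.3 nM AmpC reagent; cpd preinc 15 min RT; nitrocefin (800 uM stock) to start; A480 q20 s × 4 min; Activity was normalised to no-enzyme and no-compound control wells.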
TbPYK inhibitor: qHTS of Trypanosoma Brucei Inhibitors | 410,000 tested, 0.12% active | AID 624173, 2012 | Potency, µM (series often up to 76.8 µM), without a hit: at the top dose activity, negative = inhibition, most hits filed as inhibitors | pyruvate kinase (Trypanosoma brucei), Q57TT1 | TbPYK enzyme, Kinase-Glo Plus ATP luminescence, 45 min; also: potency is read from the fitted curve at half-maximal effect; % is scaled to controls: 0 for no effect and ±100 for the full control effect; nearly all actives have a fitted effect of over 50% in size
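TbPYK + substrate in 50 mM TEA pH 7.2, 100 mM KCl, 10 mM MgCl2, 0.05% BSA, 0.01% Tween-20; cpd pinned; ADP 130 uM final; 45 min RT; Kinase-Glo Plus 10 min; luminescence endpoint.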
Pf growth 96h: Primary qHTS for delayed death inhibitors of the malarial parasite plastid, 96 hour incubation; P. falciparum luciferase reporter growth, 96 h; Potency, µM (top dose mostly 28.7 µM), without a hit: at the highest dose activity change, negative = inhibition, actives largely listed as inhibitors; 320,000 tested, 6.9% active; AID 504834, 2011; also: potency is read from the fitted curve at half-maximal effect; % is scaled to controls: 0 for no effect and ±100 for the full control effect
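Readout is luminescence from an integrated firefly luciferase in P. falciparum. Red cells, 2% hematocrit and 0.05% parasitemia final, were cultured with compound through two parasite generations (96 hours) at 37 C, 5% CO2.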
Pf growth 48h: Primary qHTS for delayed death inhibitors of the malarial parasite plastid, 48 hour incubation. AID 504832, 2011. P. falciparum luciferase growth in erythrocytes, 48 h. Potency, µM (highest dose often 28.7 µM), inactives show at the highest dose activity change, negative = inhibition, hits mostly inhibitors. 310,000 tested, 5.9% active; also: potency is read from the fitted curve at half-maximal effect; % is scaled to controls: 0 for no effect and ±100 for the full control effect
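Cell-based growth assay: transgenic P. falciparum expressing firefly luciferase, cultured in red cells within RPMI 1640 containing 0.5% w/v Albumax, 24 mM bicarbonate and gentamycin. A drop in luciferase activity indicates inhibition.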
Shiga inhibitor: A qHTS for Small Molecule Inhibitors of Shiga Toxin; Vero cells, Shiga toxin protein synthesis inhibition reporter; inhibition, % at 38.7 µM; 290,000 tested, 9.2% active; AID 2315, 2010; in the data active = inhibition mostly above about 28%, no sharp cut-off; inactive = mostly below about 43%; also: 0% is about no effect
CHX counter: Cycloheximide Counterscreen for Small Molecule Inhibitors of Shiga Toxin; cell reporter, cycloheximide protein synthesis inhibition counterscreen; 300,000 tested, 12% active; max response, %; in the data active = max response mostly above about 13%, no sharp cut-off; inactive = mostly below about 14%; also: read at 38.3 µM for the half of the compounds with a filed dose; 0% is about no effect
LmPK inhibitor: qHTS Assay for Inhibitors of Leishmania Mexicana Pyruvate Kinase (LmPK). Q27686. purified LmPK, Kinase-Glo ATP luminescence, 1 h. Potency, µM (top dose mostly 57.5 µM), for inactives: top-dose activity change, negative = inhibition, most hits filed as inhibitors. 290,000 tested, 0.37% active. AID 1721, 2009; also: potency is read from the fitted curve at half-maximal effect; % is scaled to controls: 0 for no effect and ±100 for the full control effect
Target sequence (Q27686 whole entry, looked up): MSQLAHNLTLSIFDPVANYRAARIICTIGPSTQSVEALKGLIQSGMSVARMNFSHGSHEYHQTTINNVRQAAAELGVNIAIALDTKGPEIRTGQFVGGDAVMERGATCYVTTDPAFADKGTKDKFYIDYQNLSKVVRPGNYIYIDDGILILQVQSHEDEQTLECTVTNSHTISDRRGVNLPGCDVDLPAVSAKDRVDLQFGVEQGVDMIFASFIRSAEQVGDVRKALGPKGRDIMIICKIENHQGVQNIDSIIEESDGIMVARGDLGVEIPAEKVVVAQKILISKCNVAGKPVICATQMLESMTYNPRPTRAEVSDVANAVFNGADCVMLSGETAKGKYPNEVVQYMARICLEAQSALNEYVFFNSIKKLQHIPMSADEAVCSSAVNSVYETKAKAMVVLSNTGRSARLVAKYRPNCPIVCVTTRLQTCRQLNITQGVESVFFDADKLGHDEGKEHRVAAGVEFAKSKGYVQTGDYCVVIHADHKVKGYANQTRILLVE
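ATP generated from ADP (0.1 mM) and PEP (0.5 mM) by 0.1 nM LmPK over 1 h at room temperature (pH 7.2 imidazole buffer) was detected by coupled luciferase luminescence. Values were normalized to uninhibited and no-enzyme wells.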
Numbers without * were called inactive; u = inconclusive; x = no result given; & = joins results of further samples; [ ] = remark or other dose. Unless noted, calls follow the shape of the dose curve; as a rule, active = well fitted curve in the direction sought with a large enough effect; inconclusive = small, poorly fitted or top-dose-only effect, or another doubt; inactive = no such curve, though single readings can be large; an effect the other way counts as inactive or inconclusive.

SMILES | AmpC no deterg | TbPYK inhibitor | Pf growth 96h | Pf growth 48h | Shiga inhibitor | CHX counter | LmPK inhibitor
Cc1cc(C)cc(NC(=O)NCc2c(-c3ccccc3)noc2C)c1 | -46% | 1% | u | u | 13 | -1 | -1%
O=C(Nc1ccccc1)N(CCc1nc2ccccc2[nH]1)C1CCCC1 | -34% | -2% | 16% | -19% | 30 | -4 | 0%
Cc1cc2oc(=O)c(CC(=O)NCCCO)c(C)c2c2occ(C(C)(C)C)c12 | 212%[activator] | -6% | 10% | -1%[0.00184 µM] | -3 | 8 | 7%
COCCN(C(=O)CCC(=O)Nc1cc(C)on1)C(C(=O)NC(C)(C)C)c1ccccc1Cl (centres undefined) | 2% | 0% | u | 0% | 24 | -7 | 0%
O=P(Nc1cccc(F)c1)(Oc1ccccc1F)Oc1ccccc1F | -8% | 6% | -4% | -4% | -18 | -3 | 7%
Cc1ccc(NC(=O)CSc2nnc(Cc3csc(C)n3)o2)c(C)c1 | 9% | 4% | u | 10% | x | x | x
CCN(c1ccc(NC(=O)COC(=O)CCc2cc(OC)c(OC)c(OC)c2)cc1)C(C)C | 73%[activator] | -23% | 12% | -11% | 2 | 4 | -6%
COc1ccc(S(=O)(=O)N(CC(=O)NCCSc2ccccn2)c2ccccc2)cc1 | -6% | 1% | u | -3% | -4 | -7 | -1%
COc1ccccc1CNC(=O)C(NC(=O)c1ccc(C)cc1)C(C)C (centres undefined) | -20% | 6% | u | 3% | -13 | -2 | 15%
CC(=O)Nc1ccc(NC(=O)C(C)Sc2n[nH]c(-c3ccc(C)cc3)n2)cc1 (centres undefined) | -34% | -1% | -8% | 21% | x | x | x
O=C(NCCCN1CCCC1=O)c1cccc(S(=O)(=O)N2CCN(c3ccccc3)CC2)c1 | 124%[activator] | 9% | u | -19% | -5 | -2 | -4%
CCn1cnc2sc(C(=O)O)c(C)c2c1=O | -13% | -5% | 139%[activator] | 11% | -9 | -3 | -3%
COc1ccc(CCn2c(=N)c(C(=O)NCC3CCCO3)cc3c(=O)n4cccc(C)c4nc32)cc1OC (centres undefined) | -23% | -3% | u | u | 3 | -5 | 2%
CCOC(=O)c1cc(C)sc1/N=C/C1C(=O)NC(=S)NC1=O | -30% | -29% | 15% | 20% | 3 | -3 | 6%
c1ccc(CCCCN2CCN=C2Nc2ccccc2)cc1 | -6% | 0% | u | u | x | x | x
Cc1nnc2sc(SCC(=O)Nc3ccc(Cl)cc3)nn2c1=O | -18% | 0% | u | u | 10 | 5 | 4%
COc1cc(/C=N/Nc2ccc(Cl)nn2)cc(OC)c1O | -11% | -8% | u | -20% | 5 | 6 | -8%
CCOC(=O)C(=O)N(Nc1ccccc1C)c1ccccc1C | 34% | -3% | -13% | u | -14 | -3 | 1%
CC(C)CCNC(=O)COc1ccc(C(=O)c2ccccc2)cc1 | -10% | -5% | 4% | -4% | 0 | 6 | 5%
O=C(C[n+]1ccc(/C=C/c2ccccc2)cc1)c1ccc2c(c1)OCCO2 | 26% | -6% | u | u | 42 | 10 | 1%
CSc1ccccc1NC(=O)c1ccc(C)o1 | -16% | -12% | u | 36%[activator] | 51* | 20* | -8%
CC(=O)N/C(=C/c1ccc(OS(=O)(=O)c2ccc(C)cc2)cc1)C(=O)NCCO | 66%[activator] | 5% | 294%[activator] | 0% | 13 | -3 | 2%
CC(C)[C@H]1C=C(C(=O)O)O[C@@H](OCc2ccc(CO)cc2)C1 | -11% | -5% | 0% | 44%[activator] | -7 | -1 | 5%
CCCCc1nc(Cl)c(C#N)c2c1CCC2 | -19% | 3% | 38%[activator] | 19% | 17 | -2 | -4%
Cc1ccc(S[C@@H](CCN2CC[C@H](C)CCC2=O)c2ccccc2)cc1 | 72% | -10% | 9.3µM* | u | 8 | -1 | 1%

Taken from above.
`CCn1cnc2sc(C(=O)O)c(C)c2c1=O` | Shiga inhibitor: -9
`CCOC(=O)c1cc(C)sc1/N=C/C1C(=O)NC(=S)NC1=O` | AmpC no deterg: -30%
`Cc1cc2oc(=O)c(CC(=O)NCCCO)c(C)c2c2occ(C(C)(C)C)c12` | AmpC no deterg: 212%[activator]

Record cards, as listed above. Screens in order: AmpC no deterg	TbPYK inhibitor	Pf growth 96h	Pf growth 48h	Shiga inhibitor	CHX counter	LmPK inhibitor
COc1ccccc1CNC(=O)C(NC(=O)c1ccc(C)cc1)C(C)C (centres undefined) as listed: -20%	6%	u	3%	-13	-2	15%
COc1cc(/C=N/Nc2ccc(Cl)nn2)cc(OC)c1O as listed: -11%	-8%	u	-20%	5	6	-8%
CCOC(=O)C(=O)N(Nc1ccccc1C)c1ccccc1C as listed: 34%	-3%	-13%	u	-14	-3	1%
CSc1ccccc1NC(=O)c1ccc(C)o1 as listed: -16%	-12%	u	36%[activator]	51*	20*	-8%
c1ccc(CCCCN2CCN=C2Nc2ccccc2)cc1 as listed: -6%	0%	u	u	x	x	x

Following part.
SMILES | AmpC no deterg | TbPYK inhibitor | Pf growth 96h | Pf growth 48h | Shiga inhibitor | CHX counter | LmPK inhibitor
O=[N+]([O-])c1ccc(NCCCNS(=O)(=O)c2ccccc2)cc1 | -25% | -7% | -24% | 1% | -17 | -2 | 5%
CN1C(=O)CSC1=S | -10% | -3% | 36%[activator] | 5% | -5 | -4 | -10%
O=C(O/N=C/c1ccc(Cl)cc1)C1CCCCC1 | -18% | 3% | 9% | x | -11 | -3 | -4%
COc1ccc(NC(=O)CCc2ccccc2)cc1S(=O)(=O)N1CCCCC1 | -36% | -1% | u | u | x | x | x
Cc1cc(C)c(Cn2c3ccccc3c3cnn(CC(=O)NCc4ccccn4)c(=O)c32)c(C)c1 | 26% | -4%&-6% | -4% | u | 10 | 17 | 3%
CC(C)CCSc1nc(N)c(C#N)cc1C#N | -8% | -2% | -10% | 12µM* | 11 | 33* | 3%
COc1ccc(NC(=S)N2CCCN(Cc3cc(C)ccc3C)C2)cc1 | -18% | -4% | u | 10µM* | -7 | -7 | -1%
COc1ccccc1C(=O)NCCn1cc(SCC(=O)NCc2ccco2)c2ccccc21 | -40% | -19% | 62%[activator] | u | 15 | -1 | 5%
O=C(NCCCN1CCCC1=O)c1ccc(OC(F)(F)F)cc1 | -12% | 4% | u | 0% | 36 | 8 | 1%
O=C(Nc1ccncc1)C1CCN(S(=O)(=O)c2cccc(C(F)(F)F)c2)CC1 | 43% | 5% | 9.3µM* | 13µM* | x | x | x
O=C(CCN1C(=O)/C(=C/c2ccccc2F)SC1=S)Nc1ccccn1 | -9% | -4% | u | 46%[activator] | -7 | -3 | 9%
C=CCn1c(=O)c(C(=O)Nc2ccccc2OC)c(O)c2ccccc21 | -18% | x | u | u | 16 | -1 | -3%
COCCCn1cnc2c(c1=O)c1nc3ccccc3nc1n2CCc1ccccc1 | 19% | -3% | u | u | -9 | -2 | 8%
O=C(c1cc(COc2ccc(F)cc2Cl)on1)N1CCCC(OCc2cccnc2)C1 (centres undefined) | 131%[activator] | 7% | u | u | 9 | 8 | -2%
COc1nc(C#N)nc(N(C)C)n1 | -17% | -7% | u | -22% | -22 | -3 | -4%
Cc1onc(-c2ccccc2Cl)c1C(=O)Nc1ccccc1N1CCOCC1 | 39% | 3% | u | x | 14 | -2 | 3%
Cc1ccc(-n2nc3c(c2NC(=O)c2cccs2)CSC3)cc1 | -36% | 4% | u | u | -1 | -3 | 8%
COc1ccc(/C=N/NC(=O)c2ccoc2C)cc1O | -15% | -8% | -20% | 65%[activator] | 57* | 58* | u
CC(C)CC(=O)Nc1ccc(C(=O)Nc2cccc(O)c2)cc1 | -14% | -2% | u | 157%[activator] | 74* | 32* | -4%
Cc1ccc(N2C(=O)N(CC(=O)Nc3ccc(C)c(C)c3)C(=O)C2C)cc1 (centres undefined) | -17% | -5% | -11% | 12% | x | x | x
CC1CCN(S(=O)(=O)c2ccc(N=NC3=C(O)CC(C)(C)CC3=O)cc2)CC1 | -33% | 3% | -24% | -8% | 8 | 5 | 2%
CC(=O)Nc1ccc(NC(=O)c2ccc(COc3ccc4c(C)cc(=O)oc4c3)cc2)cc1 | -5% | x | 21% | 25% | -7 | -1 | -2%
CC(C)(Oc1cccc2ccccc12)C(=O)O | x | -1% | 5% | 9% | 26 | -4 | 1%
Cc1cc(OCC(=O)NC2CCCCC2)ccc1Cl | -12% | -10% | 5% | 23% | 67* | 30* | 4%
O=S(=O)(c1ccccc1)c1cnn2c(C(F)(F)F)cc(-c3ccc(F)cc3)nc12 | -20% | 1% | u | 6% | -15 | 1 | 2%
(list continues)
SMILES | AmpC no deterg | TbPYK inhibitor | Pf growth 96h | Pf growth 48h | Shiga inhibitor | CHX counter | LmPK inhibitor
COc1cc(OC)c(S(=O)(=O)Nc2ccc(C)cn2)cc1NC(C)=O | -11% | -10% | 0% | -2% | -9 | -1 | -3%
O=C(OCC(=O)N1CCCC1)c1ccc(Cl)c([N+](=O)[O-])c1 | -7% | 1% | 8% | 17% | 29 | 7 | -1%
CC1CN(C(=O)COC(=O)COc2ccc(C#N)cc2)CC(C)O1 (centres undefined) | -5% | 0% | 2% | -7% | x | x | x
CC1CCN(S(=O)(=O)N2CCCC(C(=O)NCc3ccccc3Cl)C2)CC1 (centres undefined) | 22% | -8% | -17% | 7% | 3 | -2 | 8%
Cc1cc(C)c2oc(=O)cc(CN3CCCCC3)c2c1 | -8% | 1% | u | u | -9 | -1 | -10%
CCOC(=O)C1=C(C)N(CCCC(=O)O)C(=O)NC1c1ccc([N+](=O)[O-])cc1 (centres undefined) | -28% | 2% | u | -16% | -10 | -1 | 1%
CN(CC(=O)Nc1cccc(F)c1)C(=O)c1ccc(S(=O)(=O)N2CCCC2)cc1 | -3% | 2% | u | u | x | x | x
Oc1cccc(Nc2nc(-c3ccccc3Cl)nc3ccccc23)c1 | -33% | 2% | -11% | u | -13 | 2 | 5%
Cc1ccc(OCCCC(=O)NNC(=O)c2ccncc2)cc1 | -3% | 1% | 57%[activator] | 5% | x | x | x

Part of the list above, as tab-separated lines:
Molecule	AmpC no deterg	TbPYK inhibitor	Pf growth 96h	Pf growth 48h	Shiga inhibitor	CHX counter	LmPK inhibitor
Cc1ccc(OCCCC(=O)NNC(=O)c2ccncc2)cc1	-3%	1%	57%[activator]	5%	x	x	x
COc1cc(OC)c(S(=O)(=O)Nc2ccc(C)cn2)cc1NC(C)=O	-11%	-10%	0%	-2%	-9	-1	-3%
O=C(OCC(=O)N1CCCC1)c1ccc(Cl)c([N+](=O)[O-])c1	-7%	1%	8%	17%	29	7	-1%

Bioassay records deposited in PubChem BioAssay by National Center for Advancing Translational Sciences (NCATS).

Rows were taken by chance. Share with any hit: about 22%.
